# HTR5A inv ag: HTR5A inverse agonists in luminescence cell assay, primary screen, counter-screen for OPRM1-OPRD1 heterodimer inverse agonist project, full-deck HTS; 5-hydroxytryptamine receptor 5A (Homo sapiens), P47898; HTR5A cell line, inverse agonism; inhibition, % at 9.3 µM; 0.083% of 340,000 active; in the data active = inhibition mostly above about 23%, no sharp cut-off; inactive = mostly below about 18%;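 note: 0% = cells with DMSO and 100% = no-cell wells with DMSO; some compounds called inactive have numbers as strong as hits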
# Target sequence (P47898 whole entry, looked up): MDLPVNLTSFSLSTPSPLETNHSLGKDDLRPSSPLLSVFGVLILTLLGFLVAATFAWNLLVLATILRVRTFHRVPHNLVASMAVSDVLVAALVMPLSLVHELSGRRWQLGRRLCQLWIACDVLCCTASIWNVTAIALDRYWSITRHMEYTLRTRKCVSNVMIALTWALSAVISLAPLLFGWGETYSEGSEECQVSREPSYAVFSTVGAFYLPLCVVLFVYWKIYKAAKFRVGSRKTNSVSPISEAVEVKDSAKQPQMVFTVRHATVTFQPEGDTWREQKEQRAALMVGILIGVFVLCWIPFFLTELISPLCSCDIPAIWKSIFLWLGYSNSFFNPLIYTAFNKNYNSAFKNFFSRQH
# MOR-DOR ag: agonists of OPRM1-OPRD1 heterodimerization, primary screen, cell-based, luminescence | cells | 0.3% of 340,000 active | activation, % at 9.3 µM; in the data active = activation above about 18%;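 note: 0% = vehicle-treated cells and 100% = reference agonist; values of inactives mirror those of a sister screen read the other way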
# V-ATPase pH: regulators of yeast V-ATPase proton pumping, primary screen, pHLuorin cytosolic pH fluorescence | S. cerevisiae | response, % at 10 µM | 0.37% of 350,000 active | AID 504577, 2011; in the data active = response mostly above about 7.3%, no sharp cut-off; inactive = mostly below about 5.4%; note: actives read high; inactives centre near 0; some compounds called inactive have numbers as strong as hits; reference of the scale not given here
# Keap1-Nrf2 PPI: Keap1-Nrf2 protein-protein interaction inhibitors, primary screen, biochemical, fluorescence polarization, single point; Kelch-like ECH-associated protein 1 (Homo sapiens), Q14145; inhibition, % at 9.4 µM; 0.15% of 340,000 active; Keap1 Kelch-Nrf2 peptide fluorescence polarization, 1536-well; AID 504523, 2011; in the data active = inhibition above about 12%;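 note: human Keap1 Kelch domain with fluorescein labeled Nrf2 9mer peptide probe; 0% = neutral control wells and 100% = peptide positive control; higher means more block of Keap1 binding to Nrf2 peptide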
# Target sequence (Q14145 whole entry, looked up, the tested form may be a part): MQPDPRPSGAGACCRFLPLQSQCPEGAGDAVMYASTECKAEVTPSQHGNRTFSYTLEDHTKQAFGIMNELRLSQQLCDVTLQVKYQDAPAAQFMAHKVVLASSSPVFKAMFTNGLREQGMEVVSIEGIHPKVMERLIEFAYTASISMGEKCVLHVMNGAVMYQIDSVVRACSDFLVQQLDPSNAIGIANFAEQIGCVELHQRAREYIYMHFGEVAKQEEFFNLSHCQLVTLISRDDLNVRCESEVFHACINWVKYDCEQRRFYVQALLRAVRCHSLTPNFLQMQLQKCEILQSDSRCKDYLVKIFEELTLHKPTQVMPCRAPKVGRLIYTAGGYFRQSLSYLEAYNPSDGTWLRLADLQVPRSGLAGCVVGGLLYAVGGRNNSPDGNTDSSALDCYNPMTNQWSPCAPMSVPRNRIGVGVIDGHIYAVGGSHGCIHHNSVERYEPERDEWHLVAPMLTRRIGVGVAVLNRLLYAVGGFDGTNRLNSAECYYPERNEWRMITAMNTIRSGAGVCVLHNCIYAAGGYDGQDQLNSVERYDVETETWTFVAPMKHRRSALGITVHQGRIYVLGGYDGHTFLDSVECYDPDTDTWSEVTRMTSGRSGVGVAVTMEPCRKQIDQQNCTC
# CAL-PDZ inh HTS: untagged CAL PDZ binding inhibitors, primary screen, biochemical, fluorescence polarization, HTS; AID 602252, 2012; purified CAL PDZ, TMR-peptide fluorescence polarization, 1 h; 0.92% of 300,000 active; inhibition, % at 24.9 µM; Golgi-associated PDZ and coiled-coil motif-containing protein (Homo sapiens), Q9HD26;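 active = mean inhibition of at least 30% with at least half of replicates also reaching 30%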;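 note: 0% = DMSO neutral control and 100% = excess unlabeled competitor peptide PRC23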
# MOR-DOR inv ag: inverse agonists of MOR-DOR heterodimerization, primary screen, cell-based, luminescence; cell-based MOR-DOR heterodimer luminescence, inverse agonism; inhibition, % at 9.3 µM; 0.21% of 340,000 active; in the data active = inhibition above about 22%, passing the limit was not always enough;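 note: 0% = cells with DMSO and 100% = wells without cells with DMSO; values of inactives mirror those of a sister screen read the other way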
# Cardiac RTF inh: cardiac RTF calcium sensitivity inhibitors, primary screen, biochemical, IANBD-TnC fluorescence, EC70 calcium; Troponin I, cardiac muscle (Homo sapiens) + Troponin T, cardiac muscle (Homo sapiens) + …; IANBD-labeled cardiac RTF, Ca2+ fluorescence; inhibition, % at 7.15 µM; 0.12% of 340,000 active; AID 493244, 2011;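 active = inhibition above the mean inhibition of all tested compounds plus 3 SD, cut at about 17% in these data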;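 note: assay run at fixed EC70 calcium of 1.6 mM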
# C-LANA FP: inhibitors of KSHV C-LANA binding to DNA, primary screen, biochemical, fluorescence polarization, FAM-LBS DNA, MBP-C-LANA, single point. Kaposi's sarcoma herpesvirus LANA C-terminal domain (residues 932-1162) DNA binding. inhibition, % at 9 µM. 0.078% of 340,000 active;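 active = highest replicate inhibition at or above 60% at 9 µM, even if other replicates fall short; inactive = all replicates below 60% inhibition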;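 note: 0% = neutral control wells and 100% = 4 µM acridine orange control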
# HTR5A ag ctr: HTR5A agonists in luminescence cell assay, primary screen, counter-screen for OPRM1-OPRD1 heterodimer agonist project, full-deck HTS; 5-hydroxytryptamine receptor 5A (Homo sapiens), P47898; cell-based; activation, % at 9.3 µM; 0.61% of 340,000 active; AID 504692, 2011; in the data active = activation mostly above about 9.5%, no sharp cut-off; inactive = mostly below about 7.6%;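 note: 0% = cells with vehicle only and 100% = reference agonist; strong numbers were not always called active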
# RTF Ca sens act: cardiac RTF calcium sensitivity activators, primary screen, biochemical, IANBD-TnC fluorescence, EC20 calcium. IANBD-labeled TnC RTF fluorescence at EC20 calcium; 0% EC20 calcium, 100% full calcium. Troponin I, cardiac muscle (Homo sapiens) + Troponin T, cardiac muscle (Homo sapiens) + …. 0.24% of 340,000 active. activation, % at 7.2 µM;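 active = activation above the mean over all tested compounds plus 3 SD, cut at about 30% in these data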;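 note: rise in fluorescence read as greater calcium sensitivity of cardiac thin filaments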
# The depositor's hits bear a star; i = inactive; nt = not tested or not shown; + = active, no number. An unsorted share of the library; about 2.8% have a hit in one of these screens.
# The first three records, ahead of the listing:
# Second line of a record: HTR5A ag ctr	MOR-DOR ag	C-LANA FP	HTR5A inv ag	Cardiac RTF inh	RTF Ca sens act	V-ATPase pH	CAL-PDZ inh HTS	Keap1-Nrf2 PPI	MOR-DOR inv ag
> O=C(NCc1ccccc1)C(c1ccncc1)N(C(=O)c1csnn1)C1CC1 (configuration not stated)
 : 4	-0.2	0.0	0	-5	5	-4	2	-3	1
> CCCCN(C(=O)c1sc2nc3n(c(=O)c2c1C)CCC3)c1c(N)n(CC(C)C)c(=O)[nH]c1=O
 : -5	-1.0	-0.4	12	-13	2	1	-2	-2	7
> Cc1c(N2C(=O)C(=O)/C(=C(/O)c3ccccc3)C2c2ccc(F)cc2)c(=O)n(-c2ccccc2)n1C (configuration not stated)
 : 3	-4.8	0.6	5	-2	6	4	1	-2	25

# This part in full, previewed entries included:
# Second line of a record: HTR5A ag ctr	MOR-DOR ag	C-LANA FP	HTR5A inv ag	Cardiac RTF inh	RTF Ca sens act	V-ATPase pH	CAL-PDZ inh HTS	Keap1-Nrf2 PPI	MOR-DOR inv ag
> O=C(NCc1ccccc1)C(c1ccncc1)N(C(=O)c1csnn1)C1CC1 (configuration not stated)
 : 4	-0.2	0.0	0	-5	5	-4	2	-3	1
> CCCCN(C(=O)c1sc2nc3n(c(=O)c2c1C)CCC3)c1c(N)n(CC(C)C)c(=O)[nH]c1=O
 : -5	-1.0	-0.4	12	-13	2	1	-2	-2	7
> Cc1c(N2C(=O)C(=O)/C(=C(/O)c3ccccc3)C2c2ccc(F)cc2)c(=O)n(-c2ccccc2)n1C (configuration not stated)
 : 3	-4.8	0.6	5	-2	6	4	1	-2	25
> CCOc1ccccc1NC(=O)CN1C(=O)COc2ccc(C)cc21
 : 5	-0.9	-0.2	-14	-5	1	8	13	-1	4
> Cc1cccc2cc(C#N)c(NCCNC(=S)NCCCN3CCOCC3)nc12
 : 3	-0.4	-1.6	31	-10	2	0	-4	-4	2
> O=c1c2cn(Cc3ccc(F)cc3)c3ccc(F)cc3c-2nn1Cc1ccc(F)cc1
 : 4	0.0	nt	-16	-1	-4	-4	0	-2	0
> CS(=O)(=O)c1ccc(Sc2nc3ccccc3[nH]2)c([N+](=O)[O-])c1
 : 1	5.4	-1.5	-4	0	-3	-4	-4	1	-27
> O=C(N/N=C/c1ccccc1OC(F)F)c1cc(-c2ccncc2)nc2ccccc12
 : 12*	1.4	-2.4	-3	-11	4	0	-2	-1	-7
> O=C(NCc1ccccc1)C(c1ccccc1)N(C(=O)c1csnn1)C1CCCC1 (configuration not stated)
 : -3	2.3	-1.8	10	7	-5	1	-3	5	-12
> Cc1ccc(SCC(=O)N=C2NC(=O)CS2)cc1
 : 4	-4.5	0.7	3	8	-2	-2	nt	0	23
> COc1ccc(Cc2nnc(SCC(=O)c3ccc4c(c3)NC(=O)CO4)o2)cc1
 : 2	0.2	-1.0	16	-24	-4	-5	-2	-4	-1
> CCC(C)(C(=O)NC1CCCCC1)N(Cc1ccco1)C(=O)c1cnccn1 (configuration not stated)
 : 2	-3.1	0.9	14	0	-3	-3	nt	2	16
> CCOc1ccc2nc(NC(NC(=O)CC)(C(=O)OC)C(F)(F)F)sc2c1 (configuration not stated)
 : -2	-0.4	-1.8	-21	-7	2	3	-6	-1	2
> CCOC(=O)c1c(NC(=O)C[n+]2ccc(Cc3ccccc3)cc2)sc(C)c1C
 : -5	-1.1	-2.1	13	-5	1	3	nt	0	6
> Cc1cc(C)cc(C(=O)OCC(=O)Nc2ncccn2)c1
 : -1	-1.4	0.2	2	-6	8	7	-9	-2	6
> O=C(Nc1ccc(N2CCOCC2)cc1)C1CCCCC1
 : -2	-0.6	1.4	20	3	4	0	-1	-3	3
> CCCCNc1c2c3c(cccc3n(C)c1=O)C(=O)c1ccccc1-2
 : 2	3.9	71*	15	i	+	3	-2	58*	-23
> COc1ccc(-c2ccc(S(=O)(=O)N3CCCC3)cc2)cc1
 : 7	-0.7	0.1	-3	-9	2	2	nt	-4	4
> O=[N+]([O-])c1nn(-c2ccc3c(c2)OCCO3)n(O)c1=NC1CCCCC1
 : 0	14	-1.3	0	4	-2	-2	4	4	-79
> Cc1ccccc1-n1ncc2c1CC(C)(C)CC2NC(=O)CCCN1CCCC1=O (configuration not stated)
 : 9	-2.8	-1.7	16	1	-3	2	5	1	15

# Full records from above:
# CCCCNc1c2c3c(cccc3n(C)c1=O)C(=O)c1ccccc1-2 is listed with HTR5A ag ctr = 2; MOR-DOR ag = 3.9; C-LANA FP = 71*; HTR5A inv ag = 15; Cardiac RTF inh = i; RTF Ca sens act = +; V-ATPase pH = 3; CAL-PDZ inh HTS = -2; Keap1-Nrf2 PPI = 58*; MOR-DOR inv ag = -23
# O=C(N/N=C/c1ccccc1OC(F)F)c1cc(-c2ccncc2)nc2ccccc12 is listed with HTR5A ag ctr = 12*; MOR-DOR ag = 1.4; C-LANA FP = -2.4; HTR5A inv ag = -3; Cardiac RTF inh = -11; RTF Ca sens act = 4; V-ATPase pH = 0; CAL-PDZ inh HTS = -2; Keap1-Nrf2 PPI = -1; MOR-DOR inv ag = -7

# The results go on.
# Second line of a record: HTR5A ag ctr	MOR-DOR ag	C-LANA FP	HTR5A inv ag	Cardiac RTF inh	RTF Ca sens act	V-ATPase pH	CAL-PDZ inh HTS	Keap1-Nrf2 PPI	MOR-DOR inv ag
> CN1CCN(C(=O)c2c(O)c3cccc4c3n(c2=O)CCC4)CC1
 : -5	-0.5	-1.4	14	-8	6	1	-5	-2	3
> Cc1ccc(NC(=S)NC(NC(=O)Cc2cccc3ccccc23)C(Cl)(Cl)Cl)cc1 (configuration not stated)
 : 27*	43*	0.1	0	-11	5	0	0	-2	-250
> CC(C)Cn1cnc2c(SCc3ccccn3)nc(N)nc21
 : -2	-2.8	0.9	6	3	0	1	-3	-5	14
> COc1ccc(C2=NOC(C(=O)NCc3ccccn3)C2)cc1 (configuration not stated)
 : 4	-2.6	-0.1	2	-2	3	0	-3	-4	15
> O=C(O)/C=C/C(=O)Nc1cccc(C(F)(F)F)c1
 : -1	-1.4	1.2	3	-25	-5	0	-3	-5	9
> Cc1ccccc1OCC(=O)N/N=C/C=C/c1ccccc1
 : 2	2.2	2.8	7	-4	-1	-4	-1	-2	-10
> COc1cccc(-c2nc(C(=O)NCCCN3CCOCC3)cc3c2[nH]c2ccccc23)c1
 : 6	-1.4	0.4	2	3	2	1	-25	-1	7
> COC(=O)NCN1C(=O)C2C3C=CC(C3)C2C1=O (configuration not stated)
 : 7	-2.4	1.5	-4	-7	0	1	nt	1	12
> CCOC(=O)N1CCN(C(=O)CNC(=O)c2ccccc2F)CC1
 : 3	-1.2	0.8	-10	11	-7	2	nt	-2	6
> COc1ccccc1/C=C1\SC(=S)N(CCC(=O)NNC(=O)c2ccccc2O)C1=O
 : -6	-3.4	1.0	15	-8	5	-2	nt	2	14
> CCCn1c(C)cc(C(=O)COC(=O)CN=C2NS(=O)(=O)c3ccccc32)c1C
 : -3	1.3	-1.2	10	-3	2	-2	9	0	-7
> CCC1CCCCN1CCCNC(=O)c1cn(C)c2ccc(S(=O)(=O)N(C)C3CCCCC3)cc2c1=O (configuration not stated)
 : 4	-4.6	-0.3	15	-2	1	-1	3	-2	23
> COc1ccc(S(=O)(=O)N2CCOCC2)cc1NC(=O)Cc1coc2cc(C)ccc12
 : -7	0.4	0.1	-3	-19	-10	3	-1	-2	-2
> CCN(CC)C(=O)COc1ccc(/C(C)=N/NC(=O)c2ccccc2O)cc1
 : 0	-3.0	-1.7	-3	-1	-2	3	nt	-4	16
> CCN(CC)S(=O)(=O)c1ccc2nnn(OCC(=O)Nc3cccc(C#N)c3)c2c1
 : -3	-0.4	-0.3	12	-2	2	4	-1	-1	2
> Cc1cc(C)n(CCNC(=O)c2cc(COc3c(F)cccc3F)on2)n1
 : 2	-2.7	1.3	7	-5	3	0	nt	0	15
> O=S(=O)(O)c1cc(O)c(N=Nc2ccc(O)cc2O)c2ccccc12
 : -5	-4.0	51	20	1	-18	0	8	-5	18
> CC(C)OCCCn1c(=O)c2ccccc2n2c(CCC(=O)NC3CCN(Cc4ccccc4)CC3)nnc12
 : 4	-3.4	0.8	7	-3	-5	-1	-1	3	18
> O=C(COC(=O)/C=C/c1ccc(Cl)cc1)Nc1ccccc1
 : 6	0.3	-2.5	-15	0	1	0	2	-3	-1
> O=C(Cc1ccccc1[N+](=O)[O-])NNC(=O)Nc1ccc2c(c1)OCO2
 : -1	1.1	0.2	1	-3	1	-1	nt	-1	-5
> Cc1ccc2nc3sc(C(=O)N4CCOCC4)c(N)c3cc2c1
 : 2	-1.5	-0.8	8	-8	1	9	-2	0	8
> COc1ccc(-c2cc(C(F)(F)F)nc(SCCC(=O)N3CCN4CCCC4C3)n2)cc1 (configuration not stated)
 : 6	1.9	-0.5	-5	-7	-2	5	-2	0	-8
> COc1ccc(-c2cc3nc(-c4ccccc4)cc(N4CCCC(O)C4)n3n2)cc1 (configuration not stated)
 : -1	-4.0	1.2	-12	-3	3	-2	-1	-7	18
> CCN(CC)S(=O)(=O)c1ccc(OC)c(N)c1
 : 4	-2.5	-0.4	-7	3	0	1	nt	5	13
> O=C1C=C(c2ccc(Cl)c(C(F)(F)F)c2)C[C@@H](c2ccc3c(c2)OCO3)C1
 : 7	1.6	0.9	-19	2	-5	3	-2	0	-9
> CC(C)(C)c1ccc(-c2nnc(SC3CCOC3=O)n2Cc2ccccc2)cc1 (configuration not stated)
 : 4	-0.4	-0.6	-4	10	-17	-2	2	6	2
> N#CCCN(C(=O)COC(=O)CNS(=O)(=O)c1ccc2ccccc2c1)c1ccccc1
 : 0	-2.1	5.0	-1	-2	2	-2	-3	-8	9
> O=c1c2ccccc2cnn1CCOc1cccc(Br)c1
 : -1	3.1	1.9	2	9	-10	0	-4	-1	-17
> Cc1cccc2sc(NNC(=O)C3COc4ccccc4O3)nc12 (configuration not stated)
 : 3	1.5	1.1	-10	-3	-4	-1	nt	2	-9
> CCOC(=O)N1CCN(Cc2nc3cc(NC(=O)CC)ccc3n2CC)CC1
 : 3	-1.5	0.9	-12	-8	-2	-3	-3	-2	9
> O=C1CCCN1CC1CCCN(Cc2nc(COc3ccccc3)no2)C1 (configuration not stated)
 : -3	0.8	-1.6	8	-4	11	-2	-4	-4	-4

# Screening data: PubChem, several laboratories
